tim23-1 inh: growth inhibitors of tim23-1 mutant yeast, primary screen, luminescence, uHTS; S. cerevisiae tim23-1 growth, BacTiter-Glo luminescence, 24 h; inhibition, % at 20 µM; hit rate 1.3% among 330,000;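 active = growth inhibition of the mutant yeast at or above 50%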;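 note: temperature-sensitive mutant grown at 25 °C; plate controls were DMSO-treated mutant yeast for no effect and medium wells lacking yeast for full effect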
NALP3 yeast inh: NALP3 inflammasome inhibitors in reconstituted yeast, primary screen, luminescence, uHTS. Yeast reconstituted NLRP3/ASC/caspase-1, beta-gal luminescence, 24 h. inhibition, % at 10 µM. hit rate 0.39% among 330,000. AID 2825, 2010;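 active = inhibition of 50% or more; inactive = inhibition below 50%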;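 note: plate controls were induced DMSO wells for no effect and uninduced yeast grown without galactose for full effect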
APJ agonist: agonists of human apelin receptor APJ, primary screen, CHO-K1 cells, PathHunter beta-arrestin, luminescence. 0% DMSO wells, 100% apelin. activation, % at 20 µM. hit rate 0.11% among 330,000. AID 2520, 2010;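 active = activation more than six SD over the plate average, tested at 20 µM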;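 note: 0% = DMSO alone and 100% = apelin-13 at 10 nM; some results filed as inactive read as strong as hits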
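Material: CHO-K1 APJ beta-arrestin complementation cell line; Input: cell density 1000 per well; Incubation: compound stimulation 90 min at 25 °C, detection 60 min; Signal: luminescence from split beta-galactosidase complementation, Galacton Star/Emerald II substrate; Controls: DMSO-only wells as negative, 10 nM Apelin-13 as positive control.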
tim10-1 inh: growth inhibitors of tim10-1 mutant yeast, primary screen, luminescence, uHTS; inhibition, % at 20 µM; hit rate 2.2% among 330,000; S. cerevisiae tim10-1 ts strain growth, BacTiter-Glo, 24 h;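 active = inhibition of at least 40%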;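 note: mutant grown at 25 °C; 0% = DMSO wells with yeast and 100% = wells holding no yeast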
Mdm2-MdmX inh: inhibitors of human Mdm2-MdmX association, primary screen, cell-based, luminescence, split luciferase, SaOS-2, uHTS; Protein Mdm4 (Homo sapiens) + E3 ubiquitin-protein ligase Mdm2 (Homo sapiens), …; SaOS-2 split-luciferase Mdm2/MdmX complementation; inhibition, % at 8 µM; hit rate 3% among 330,000;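 active = inhibition of at least 50% at 8 µM in the primary screen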
Target sequence (O15151 whole entry, looked up): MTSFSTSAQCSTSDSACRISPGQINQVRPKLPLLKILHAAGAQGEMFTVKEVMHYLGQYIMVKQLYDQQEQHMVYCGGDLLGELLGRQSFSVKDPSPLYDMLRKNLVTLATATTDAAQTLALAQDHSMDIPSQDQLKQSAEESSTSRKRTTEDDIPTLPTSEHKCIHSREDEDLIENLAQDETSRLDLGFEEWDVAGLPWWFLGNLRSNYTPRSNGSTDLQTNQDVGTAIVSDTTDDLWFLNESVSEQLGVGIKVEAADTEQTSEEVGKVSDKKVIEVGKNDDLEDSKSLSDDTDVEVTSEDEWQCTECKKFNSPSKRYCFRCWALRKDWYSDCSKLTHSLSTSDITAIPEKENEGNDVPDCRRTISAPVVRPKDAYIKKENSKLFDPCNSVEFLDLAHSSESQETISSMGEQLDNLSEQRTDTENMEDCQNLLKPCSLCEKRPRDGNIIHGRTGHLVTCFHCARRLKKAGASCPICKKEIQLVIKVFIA
Target sequence (Q00987 whole entry, looked up): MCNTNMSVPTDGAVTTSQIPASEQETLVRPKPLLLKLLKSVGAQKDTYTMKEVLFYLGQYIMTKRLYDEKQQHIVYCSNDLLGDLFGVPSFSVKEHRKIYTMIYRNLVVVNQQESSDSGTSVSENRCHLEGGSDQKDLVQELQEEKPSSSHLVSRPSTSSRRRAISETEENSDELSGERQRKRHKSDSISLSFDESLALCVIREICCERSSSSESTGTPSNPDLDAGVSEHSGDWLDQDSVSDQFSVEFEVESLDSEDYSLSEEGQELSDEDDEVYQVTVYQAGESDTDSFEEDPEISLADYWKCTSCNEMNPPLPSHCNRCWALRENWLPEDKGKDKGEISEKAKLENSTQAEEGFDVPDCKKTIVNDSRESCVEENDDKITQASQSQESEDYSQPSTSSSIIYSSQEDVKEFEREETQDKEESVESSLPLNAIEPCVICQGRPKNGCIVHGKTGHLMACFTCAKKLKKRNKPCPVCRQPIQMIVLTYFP
TIM10 inh: growth inhibitors of isogenic TIM10 control yeast, primary screen, counter-screen for tim10-1 yeast inhibitor project, luminescence, uHTS | S. cerevisiae TIM10 strain growth, BacTiter-Glo luminescence, 24 h | inhibition, % at 10 µM | hit rate 1.4% among 330,000 | AID 463195, 2010;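 active = inhibition of 40% or more at the single tested concentration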;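 note: wild-type TIM10 isogenic control strain grown at permissive 25 °C; 0% = DMSO yeast wells and 100% = minimal medium wells without yeast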
UPR CHOP act: activators of apoptotic CHOP UPR arm, primary screen, cell-based, CHO-CHOP luciferase reporter, luminescence, uHTS; UPR activation; percent of tunicamycin response over DMSO baseline; activation, % at 10 µM; hit rate 0.34% among 330,000; AID 449763, 2010;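 active = at 10 µM dose, activation of 40% or more, normalized to positive control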;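 note: 100% = tunicamycin at 10 µg/mL and 0% = DMSO alone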
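Dosing – one dose, 10 µM in 0.5% DMSO · System – CHO-CHOP cells, stable luciferase reporter of PERK-eIF2a-CHOP signalling · Input – 500 cells/well · Control set – tunicamycin 10 µg/mL final as positive, DMSO-only wells as negative · Timing – 6 h compound treatment, 37 °C · Measure – % activation vs tunicamycin · Technique – luminescence read with Steady-Glo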
NR3A LBD binder: binders of NR3A ligand-binding domain, primary screen, biophysical, differential scanning fluorimetry, uHTS; Glutamate receptor ionotropic, NMDA 3A (GRIN3A) ligand-binding domain; NR3A LBD differential scanning fluorimetry, Tm shift; 0% = protein alone, 100% = glycine-bound protein; Tm shift relative to glycine control, % at 25 µM; hit rate 2.5% among 340,000; AID 1259313, 2017;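 active = melting temperature shift of at least 10% of the positive control shift, at one fixed dose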
XBP1 UPR activ: activators of adaptive XBP1 UPR arm, primary screen, cell-based, CHO-XBP1 luciferase reporter, luminescence, uHTS; IRE1-XBP1 UPR activation; percent of tunicamycin response, DMSO as zero; hit rate 0.33% among 330,000; AID 463104, 2010; activation, % at 20 µM;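 active = versus positive control, 20 µM dose yields 30% or more activation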;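 note: 100% = tunicamycin at 10 µg/mL and 0% = DMSO only wells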
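Material: CHO cell line with stable XBP1 luciferase reporter; buffer or medium: F12 medium containing 10% fetal bovine serum; compound: single point, 20 µM final compound, 1% DMSO; incubation: 6 h treatment, 37 °C; measured by: glow luminescence from Steady-Glo reagent; evaluation: activation, % of tunicamycin; control set: tunicamycin high, DMSO low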
Numbers without * were called inactive; x = no result given.

SMILES	tim23-1 inh	NALP3 yeast inh	APJ agonist	tim10-1 inh	Mdm2-MdmX inh	TIM10 inh	UPR CHOP act	NR3A LBD binder	XBP1 UPR activ
COc1ccc(S(=O)(=O)N[C@@H](C)C(=O)OCC(=O)Nc2cc3oc4ccccc4c3cc2OC)cc1	28	39	2	17	-47	20	7.0	25*	2
Cc1ccc(NC(=O)CSc2nnc(Cc3csc(C)n3)o2)c(C)c1	-8	13	4	15	2	1	-0.3	-2	2
NC1=NC(=O)/C(=C/c2cccc(F)c2)S1	1	10	0	-4	20	6	2.9	-1	3
O=C(CCCCl)Nc1nc(-c2ccc3c(c2)OCCO3)cs1	7	24	-1	-17	-106	12	2.6	0	-2
Cc1cc(C)c2nc(NNC(=O)c3ccc(S(=O)(=O)N4CCCC(C)C4)cc3)sc2c1 (centres undefined)	31	0	-1	-5	83*	-55	-1.2	5	1
CCOC(=O)CCCCCC(=O)Nc1ccc2c(c1)CC(=O)N([C@@H](C)CO)C[C@H](C)[C@@H](CN(C)Cc1ccccc1)O2	-8	-2	0	-5	15	-4	-2.3	1	0
O=C(Nc1ccc2c(c1)OCO2)N1CCCC1	24	5	-2	26	-5	10	1.9	-1	2
Cc1ccc(CN(c2ccc(C(=O)Nc3ccc4c(c3)OCO4)cc2)S(C)(=O)=O)cc1	1	11	-2	11	34	3	4.2	-7	-2
COC(=O)C1CCN(C(=O)Cc2ccc(Br)cc2)CC1	5	6	-3	3	-1	-19	0.8	-1	1
CCOC(=O)N1CCN(Cc2nc3c(c(=O)n(C)c(=O)n3C)n2CCCc2ccccc2)CC1	17	3	0	10	11	16	-1.8	0	3
CC(Sc1ccc(Cl)cc1)C(=O)Nc1ccc2c(c1)OCO2 (centres undefined)	20	17	-4	20	-7	37	-1.7	-3	-2
COc1ccc(CCNC(=O)CCc2ccc(OC)cc2)cc1	16	19	-5	10	16	4	0.4	-5	-2
Cc1ccc(NC(=O)CCC(=O)OCC(=O)c2ccc(Oc3ccc([N+](=O)[O-])cc3)cc2)cc1	-12	19	-3	10	14	-20	-1.9	5	1
O=C(N=C1SC2CS(=O)(=O)CC2N1CCc1ccccc1)C1CC1 (centres undefined)	11	12	-8	20	-7	1	-1.2	3	-5
Cn1c(SCC(=O)N2CCCCCC2)nnc1-c1ccco1	3	3	-2	-3	3	-21	0.7	0	-3
CCn1c(CC(=O)Nc2ccccc2)nnc1SCC(=O)Nc1ccccc1C(=O)OC	3	-14	-2	11	2	11	0.5	-1	-2
CC(C)(C)c1ccc(/C=C2\SC(=O)N=C2N)cc1	7	6	-1	10	4	19	2.1	-2	3
Cc1cc(S(=O)(=O)N2CCCOC2CNC(=O)C(=O)NCCc2ccco2)ccc1F (centres undefined)	16	15	-9	16	0	12	-0.5	0	-2
CS(=O)(=O)N(CC(=O)NN=C1CCCCCC1)c1ccc(Oc2ccccc2)cc1	1	-11	0	20	-10	2	-1.0	0	0
O=C1CCCC/C1=C/Nc1cccc(C(F)(F)F)c1	13	-2	-2	15	15	13	1.2	1	0

Structures above that have a furan ring, fused or not, in the order listed:
SMILES	tim23-1 inh	NALP3 yeast inh	APJ agonist	tim10-1 inh	Mdm2-MdmX inh	TIM10 inh	UPR CHOP act	NR3A LBD binder	XBP1 UPR activ
COc1ccc(S(=O)(=O)N[C@@H](C)C(=O)OCC(=O)Nc2cc3oc4ccccc4c3cc2OC)cc1	28	39	2	17	-47	20	7.0	25*	2
Cn1c(SCC(=O)N2CCCCCC2)nnc1-c1ccco1	3	3	-2	-3	3	-21	0.7	0	-3
Cc1cc(S(=O)(=O)N2CCCOC2CNC(=O)C(=O)NCCc2ccco2)ccc1F (centres undefined)	16	15	-9	16	0	12	-0.5	0	-2

Following part.
SMILES	tim23-1 inh	NALP3 yeast inh	APJ agonist	tim10-1 inh	Mdm2-MdmX inh	TIM10 inh	UPR CHOP act	NR3A LBD binder	XBP1 UPR activ
C=CCSc1nc2ccsc2c(=O)n1-c1ccccc1	20	25	-3	5	-10	0	-0.3	-1	1
CSc1nnc(-c2sc3cc(Cl)ccc3c2Cl)n1C	37	6	-3	26	6	30	4.8	1	6
COCc1nnc(NS(=O)(=O)c2ccc(NC(C)=O)cc2)s1	10	-2	1	6	9	9	0.1	1	0
O=C(COc1ccc2c3c(c(=O)oc2c1)CCC3)NCc1ccccn1	14	7	-3	16	25	8	0.7	1	-1
O=C(Nc1ccc(Cl)cc1)C1(S(=O)(=O)c2ccccc2)CC1	11	48	1	-22	-1	-22	-1.6	-1	1
CC(=O)N1CCN(c2ccccc2NC(=O)c2ccc(-c3cccc([N+](=O)[O-])c3)o2)CC1	-2	-1	1	-3	-8	-11	2.6	1	2
COc1ccc(C(=O)CN(C(=O)c2ccc(Cl)cc2)N2C(=O)C3CCCCC3C2=O)cc1 (centres undefined)	35	4	-2	47*	1	26	-1.5	-3	-1
Cc1ccc(C(=O)CSc2nc3ccc(C(=O)NCCN4CCCCC4)cc3c(=O)[nH]2)cc1	-6	10	9	6	4	-8	-1.8	-1	-1
COc1ccc(NC(=O)CN2C(=O)NC3(CCCC3)C2=O)cc1OC	4	25	4	-5	14	7	1.1	2	1
CC(C)CC(c1nnnn1CC1CCCO1)N1CCN(c2cccc(Cl)c2)CC1 (centres undefined)	37	8	-2	12	2	1	1.5	-20	-5
CCC(=O)N1CCc2cc(S(=O)(=O)CCC(=O)N3CCN(c4ccccc4)CC3)ccc21	11	17	-3	29	21	7	1.7	-2	-4
O=C(Nc1ccc(Cl)cc1)C1C2C=CC3(O2)C1C(=O)N(CCCN1CCCCC1)C3C(=O)NC1CCCCC1 (centres undefined)	6	2	-1	-5	-5	11	-0.1	1	-2
Cc1nc(-c2ccccc2)sc1C1(C)CC(c2c(Cl)cccc2Cl)=NO1 (centres undefined)	19	23	-3	9	16	7	1.5	-30	0
C[C@H](CO)N1C[C@H](C)[C@@H](CN(C)S(=O)(=O)c2cccs2)Oc2ccc(NS(=O)(=O)c3ccccc3)cc2CC1=O	3	16	-4	-3	12	5	-1.3	2	-3
Cc1ccc(S(=O)(=O)NCC(c2cccnc2)N2CCOCC2)cc1 (centres undefined)	2	0	0	9	-22	6	-1.4	-1	4
CN1CCc2c(C#N)c(N3CCOCC3)nc(NCC3CCCO3)c2C1 (centres undefined)	-2	11	2	-5	23	3	0.7	0	0
Cc1cccc(NC(=S)Nc2cccc(C(F)(F)F)c2)n1	35	18	0	20	-19	8	2.8	5	-1
COc1cc(N)c(Cl)cc1C(=O)OCC(=O)Nc1ccc(N2CCOCC2)cc1	4	11	0	4	-19	0	-0.8	0	-3
CCc1cc(Cn2nc(-c3ccccc3)cc2C(=O)NCC2CC2)on1	33	2	-3	20	28	18	-1.3	2	2
O=C1NC2(CCCCCCC2)C(=O)N1Cc1ccc(F)cc1	32	4	-3	12	16	3	-1.6	0	0
COc1ccc(COC(=O)C2=C(C)NC(=O)NC2c2ccccc2F)cc1 (centres undefined)	-1	15	-2	4	25	-7	0.2	-1	-2
CC1=C(C(=O)OC2CCCCC2)C(c2ccco2)C2=C(CC(C)(C)CC2=O)N1 (centres undefined)	31	6	-1	16	2	8	0.7	-7	-2
[O-][n+]1ccc(OCc2ccccc2)cc1	13	12	1	10	-6	14	1.8	2	0
CCc1cccc(NC(=O)CCCN2C(=O)NC(C)(C)C2=O)c1	12	13	-3	7	11	9	-0.1	0	-4
N#Cc1ccccc1Cn1c(=O)n(CCC(=O)NCc2ccco2)c(=O)c2ccccc21	0	6	2	6	-21	1	1.1	1	-2
Cc1ccc(NC(=S)NCCO)c(C)c1	7	10	-1	-8	5	-7	0.4	2	1
NC(=O)CSc1nnc(NC(=O)c2ccc3ccccc3c2)s1	-1	7	-1	4	-8	-6	3.8	-4	1
COc1ccc(S(=O)(=O)Nc2cc(C(=O)NC(C)C)ccc2N2CCOCC2)cc1	12	7	-4	1	14	5	0.5	0	2
CCCCn1c(N)c(N(CCOC)C(=O)C2CCN(S(=O)(=O)c3ccc(C)cc3)CC2)c(=O)[nH]c1=O	-4	-5	-6	13	25	7	-1.3	0	-2
CC(C)Cc1nnc(NC(=O)CSc2ccccn2)s1	14	-1	0	10	-9	-14	1.8	1	-2
CC(=O)N1CCN(CC(=O)Nc2cccc(S(=O)(=O)N3CCCCCC3)c2)CC1	12	21	-3	-6	11	-9	-1.3	0	1
CC(=O)Nc1ccc(NC(=O)C(C)OC(=O)CNC(=O)c2ccc(-c3ccccc3)cc2)cc1 (centres undefined)	-3	12	5	0	-6	-3	-0.7	-3	-1
CCN1CCN(c2c(Cl)cccc2NC(=O)c2ccc([N+](=O)[O-])o2)CC1	1	36	1	-22	55*	-8	3.1	x	-3
Cc1cnc(=O)[nH]c1SCc1ccc(C(F)(F)F)cc1	14	13	-3	12	23	3	1.1	0	1
Cc1ccc(CNS(=O)(=O)c2ccccc2[N+](=O)[O-])cc1	20	27	0	9	-10	20	-0.8	1	-8
CC(OC(=O)C1CSC2(c3ccc(F)cc3)CCC(=O)N12)C(=O)NC(N)=O (centres undefined)	5	14	-3	-8	17	-1	-0.1	-1	-5
Cc1ccc(C(=O)NCCNC(=O)c2ccccc2)cc1	-15	6	1	-10	1	6	-0.9	-1	-1
CCc1cc(=O)oc2cc(OS(C)(=O)=O)ccc12	9	13	-4	-7	-9	6	-0.9	-1	-3
O=C(c1ccc2nccnc2c1)N1CCN(c2cccc(C(F)(F)F)c2)CC1	38	2	-2	31	21	33	-0.7	0	-1
COc1ccc(-c2oc(NC(=O)CSc3nncn3C)c(C#N)c2-c2ccc(OC)cc2)cc1	-6	9	-4	5	63*	-8	0.7	-5	-2
O=C(c1ccc(Br)o1)N1CCN(C23CC4CC(CC(C4)C2)C3)CC1	17	20	8	11	-4	8	0.0	4	0
Cc1c(Cl)cccc1NCC(=O)NN=C1CCCC1	6	28	-1	13	-3	0	0.0	0	-3
COc1cc(C2C(C#N)=C(N)Oc3cc(C)n(CCc4ccccc4)c(=O)c32)cc2c1OCO2 (centres undefined)	4	-2	3	7	3	0	-1.2	-15	-1
Cc1ccccc1C(=O)Nc1ccnn1C1CCN(Cc2cccnc2)CC1	-10	12	-2	-10	22	4	0.4	-1	-2
C=C(C)c1cccc(C(C)(C)NC(=O)Nn2cnnc2)c1	14	11	-1	17	1	19	-1.1	-1	-3
c1ccc(Cn2nnc3cnccc32)cc1	17	13	1	20	14	17	0.1	-1	-3
